Screening results: PubChem, several laboratories
WT yeast gro inh – growth inhibition of WT strain, primary screen, mitochondrial fusion inhibitor project, WT and mutant strains, chemical genetic; mitochondrial fusion phenotypic screen; inhibition, % at 10 µM; 190,000 tested, 2.1% active; AID 1362, 2008; in the data active = inhibition above about 58%; tested in S. cerevisiae
Lipid droplet – inhibitors of hepatocyte lipid droplet formation, primary screen, imaging, high-throughput imaging, BODIPY stain. AML12 mouse hepatocytes, oleate lipid droplets. inhibition, % at 6.5 µM. 240,000 tested, 0.4% active. AID 1656, 2009;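 active = lipid droplet intensity inhibited by at least 50%, with more than 500 cells counted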
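Material – AML12 mouse liver cells · Also added – oleate loading, 100 µM · Compound dosing – 6.5 µM single-point dosing · Times – overnight treatment with compound plus oleate · Measured by – fluorescence imaging, 20x objective, two fields per well · Read-out – percent inhibition of filter-corrected integrated lipid droplet intensity per well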
NOD2 inhibition – NOD2 signaling inhibitors, cell-based, luminescence, uHTS, HEK293 (AID 1566) | HEK293 NOD2/NF-kB luciferase reporter, luminescence; higher % means a stronger effect | inhibition, % at 4 µM, or EC50 in µM where a hit was titrated | 290,000 tested, 0.63% active; in the data active = inhibition above about 50%; also: many of its hits are not listed in these tables
Ins promoter up – insulin promoter activators in MIN6 cells, imaging, high-content screening, mouse beta cells; MIN6 insulin promoter-GFP reporter; hits give high values; 190,000 tested, 0.3% active; z-score at 5 µM;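 active = z-score above 3 at 5 µM with at least 500 cells counted in the well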
Yfh1-off respiration – enhancers of respiration in Yfh1-depleted yeast, dose response, Friedreich's ataxia, plus single-dose screen (AID 1465). S. cerevisiae Yfh1-off respiration, WST-1 reduction, 72 h; higher fold induction means a stronger effect. one-dose fold induction at 50 µM; EC50 in µM for titrated hits. 220,000 tested, 0.074% active;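 active = fold induction of absorbance versus untreated yeast above a set limit, then at least 30% activation at any dose in follow-up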;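 also: activators that raise dye reduction in frataxin-depleted yeast; strong numbers were not always called active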
Autophagy mod – autophagy modulators in MEF cells, primary screen, imaging, high-content, MEF GFP-LC3; 190,000 tested, 0.98% active; calls only at 10 µM (by protocol); MEF GFP-LC3 puncta imaging; test concentration mostly 10 µM; AID 463193, 2010;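 active = percentage of spot-positive cells more than 3 SD above its plate mean, without a fluorescence outlier flag or 80% toxicity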;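 also: spot-positive cell cutoff set from DMSO-treated cells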
b-catenin transl – modulators of beta-catenin nuclear translocation, primary screen, imaging, HeLa cells, immunofluorescence, high-content | nuclear translocation activity, % at 5 µM | 190,000 tested, 0.3% active | AID 1665, 2009;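 active = nuclear translocation activity above 50% at 5 µM, with a well cell count of 50 or more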;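 also: per-cell ratio of nuclear to cytoplasmic median beta-catenin stain intensity; plate controls were DMSO negative control for no effect and GSK-3 inhibitor IX positive control for full effect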
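Technique: fluorescence imaging of beta-catenin antibody stain plus DAPI / Material: human HeLa cell line / Incubation: compound treatment 24 h, 37°C, 5% CO2 / Read-out basis: % activation of per-cell nuclear versus cytoplasmic median beta-catenin signal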
MT stabilizer – microtubule stabilizers in HeLa cells, primary screen, imaging, high-content imaging; 200,000 tested, 0.83% active; % tubulin-high responders, % at 10 µM; HeLa tubulin immunostaining HCS, 24 h; share of cells brighter than vehicle mean+2SD;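 active = plate Z-score above 3 for both tubulin-high and condensed-nucleus cell shares, with cell loss under 80%, at 10 µM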;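 also: anti alpha tubulin signal scored within the nucleus-defined area of each cell; some results filed as inactive read as strong as hits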
Dynein transport – inhibitors of GR-EGFP nuclear translocation, primary screen, dynein cargo transport inhibitor project, imaging, high-content, 3617.4 mouse cells; test concentration mostly 20 µM; stimulated with dexamethasone, 1 µM; hits give low values; z-score, hits read low; 220,000 tested, 0.47% active;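 active = plate z-score of nuclear minus cytoplasmic receptor signal below a set negative limit, without overly bright fluorescence or cell loss, cut at about -3.5 in these data, passing the limit was not always enough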;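 also: z-score of nuclear minus cytoplasmic ring GR-EGFP intensity difference per well; some compounds called inactive have numbers as strong as hits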
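Buffer or medium: tet-free, stripped-serum medium; reagent: dexamethasone at 1.0 µM final, 30 min; incubation: 48 h induction, 1 h compound, 30 min dex at 37 °C; measured by: formaldehyde fixation, Hoechst nuclear stain, 10x automated fluorescence imaging; read-out: nuclear-to-cytoplasmic GR-EGFP distribution per well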
WT yeast gro inh mutant strain – further read-out of WT yeast gro inh, marked with its call; inhibition, %; mitochondrial fusion phenotypic screen, mutant strain inhibition
Dynein transport cytoplasmic EGFP – further read-out of Dynein transport, marked with its call; z-score; measured here: cytoplasmic GR-EGFP intensity; hits give high values
Dynein transport nuclear GR-EGFP – further read-out of Dynein transport, marked with its call; z-score; measured here: nuclear GR-EGFP intensity;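 lower value marks the stronger effect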
Dynein transport cell count – recorded beside Dynein transport, whose call it bears; z-score; measured here: cell count per field
Ins promoter up cell count – further read-out of Ins promoter up, marked with its call; cell count; measured here: cytotoxicity, nuclei count;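 total cells summed across four imaged fields per well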
Lipid droplet cells 6.5 µM – further read-out of Lipid droplet, marked with its call; cell count; measured here: cell count, cytotoxicity flag;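 cells counted across two imaged fields per well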
b-catenin transl cell count 5 µM – further read-out of b-catenin transl, marked with its call; cell count; measured here: cell count, cytotoxicity flag
MT stabilizer Hoechst-high % – second read-out of MT stabilizer, no call of its own (marks repeat the call); % Hoechst-high responders; measured here: nuclear condensation Hoechst responders;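 share of cells brighter than vehicle mean plus two SD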
MT stabilizer cytotoxicity % – recorded beside MT stabilizer, whose call it bears; toxicity, %; measured here: cytotoxicity by cell density;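 0% = mean cell density of plate MIN control wells and 100% = no cells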
Autophagy mod cell loss 18 h – second read-out of Autophagy mod, no call of its own (marks repeat the call); toxicity, %; measured here: cell loss, nuclei count;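 cell loss after 18 h compound exposure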
* hit, by the source's call; i = inactive; . = not tested or not shown. Some of the compounds tested, so the mix of outcomes need not match the whole.

SMILES | WT yeast gro inh | WT yeast gro inh mutant strain | Lipid droplet | Lipid droplet cells 6.5 µM | NOD2 inhibition | Ins promoter up | Ins promoter up cell count | Yfh1-off respiration | Autophagy mod | Autophagy mod cell loss 18 h | b-catenin transl | b-catenin transl cell count 5 µM | MT stabilizer | MT stabilizer Hoechst-high % | MT stabilizer cytotoxicity % | Dynein transport | Dynein transport cytoplasmic EGFP | Dynein transport nuclear GR-EGFP | Dynein transport cell count
O=C(O)c1nccnc1C(=O)NCCc1c[nH]c2ccccc12 | -11 | 4 | 2 | 673 | 4% | 0.82 | 1325 | i | i | 18 | -0.4 | 1079 | 2.9 | 2.2 | 9.8 | 1.5 | -0.37 | 0.94 | -0.36
COc1ccccc1N(CC(=O)NCCSc1ccccc1)S(C)(=O)=O | -20 | -12 | -12 | 711 | 15% | . | . | i | i | -3 | -0.6 | 1203 | 3.3 | 2.3 | 68 | 0.1 | 0.086 | 0.48 | 0.55
COc1ccc(Cl)cc1NC(=S)Nc1cccnc1 | 10 | 17 | -5 | 702 | 6% | -1.1 | 1460 | i | i | 25 | -1.2 | 1025 | 5.1 | 1.5 | 4.9 | 1.2 | -0.05 | 0.94 | -1.7
COc1ccc(NC(=S)N2CCc3ccccc3C2)cc1OC | -2 | 5 | 3 | 675 | -2% | 0.8 | 1590 | i | i | -13 | -5.4 | 1064 | 2.6 | 1.9 | 6.2 | -0.36 | -0.36 | -0.12 | 0.8
O=C(CN(Cc1ccc2c(c1)OCO2)C(=O)CNS(=O)(=O)c1ccccc1)NCC1CCCO1 (stereo not drawn) | -1 | 0 | . | . | 11% | 0.09 | 1364 | i | i | 14 | -3.0 | 976 | 2.3 | 1.3 | 4.3 | 0.047 | 0.18 | 0.43 | -0.48
C=CCn1c(-c2ccc(F)cc2)n[nH]c1=S | -4 | -13 | 13 | 694 | -14% | -0.21 | 1207 | i | i | -5 | 0.3 | 1068 | 2.6 | 1.1 | 4.9 | -1.5 | -0.31 | -0.92 | 1.4
Cc1nn(-c2nnc(C)c(=O)[nH]2)c(C)c1SCC(=O)Nc1ccc(F)cc1 | 5 | 16 | -5 | 679 | 7% | . | . | i | i | -6 | . | . | 1.3 | 2.2 | 5.7 | -0.52 | -0.23 | -0.36 | -0.31
Cc1cc(N)n(-c2ccc(Oc3ccccc3)c(S(=O)(=O)O)c2)n1 | -6 | -3 | -18 | 663 | -15% | 0.15 | 1683 | i | i | -6 | 0.1 | 1034 | 2.4 | 1.7 | 6.1 | -0.55 | -0.09 | -0.29 | 0.2
O=C(Nc1ccc(S(=O)(=O)NC2=NCCCCC2)cc1)c1ccccc1Cl | . | . | 1 | 727 | 1% | 0.09 | 1108 | i | . | . | -0.5 | 1312 | . | . | . | 0.63 | -0.21 | 0.33 | -0.55
COc1cccc2cc(C(=O)c3ccc([N+](=O)[O-])cc3)oc12 | 5 | 11 | -23 | 671 | -15% | 0.6 | 1596 | i | i | 26 | 2.6 | 869 | 4.8 | 1.3 | 7.4 | -0.11 | -0.087 | 0.093 | -0.39
Fc1ccccc1OCCSc1ncnc2nc[nH]c12 | -11 | -6 | 1 | 644 | -31% | -0.04 | 1463 | i | i | -9 | 6.3 | 1297 | 1.5 | 1.3 | 6.9 | -0.36 | -0.35 | -0.67 | 0.6
CC(=O)Oc1cccc(N2C(=O)CC(Nc3ccc(N4CCOCC4)cc3)C2=O)c1 (stereo not drawn) | -4 | -2 | 6 | 727 | 7% | -0.02 | 1140 | i | i | -4 | -0.2 | 1046 | 3.0 | 2.0 | 4.6 | -0.46 | -0.22 | 0.32 | 0.058
CC(C)(C)c1cc(C(=O)Nc2ccc(F)cc2)n(Cc2ccc(F)cc2)n1 | . | . | 1 | 687 | -14% | 0.36 | 1045 | i | . | . | -0.5 | 1314 | . | . | . | 1.8 | -0.012 | 1.4 | -1.1
COC(=O)C1=C(C)N(C)C(=O)NC1c1ccc(O)c(Cl)c1 (stereo not drawn) | 14 | 4 | . | . | 19% | 0.02 | 1475 | i | i | 20 | -0.4 | 1548 | 0.6 | 1.3 | 3.6 | -0.1 | -0.27 | 0.22 | -0.15
CCOc1ccc(CNC(=O)c2ccc(Sc3ccc(Cl)cc3)c(NC(C)=O)c2)cc1 | 42 | 4 | -7 | 635 | 8% | -0.7 | 1104 | i | i | -5 | -3.5 | 552 | 2.9 | 3.7 | 10 | 1.7 | -0.21 | 0.52 | -1.3
O=C(O)C1CCN(C(=O)c2scc3c2OCCO3)CC1 | -3 | -40 | . | . | 0% | 0.26 | 1281 | i | i | 4 | -1.4 | 822 | 4.4 | 2.2 | 6.0 | -0.15 | -0.33 | -0.23 | 1.6
NS(=O)(=O)c1cc(C(=O)OCC(=O)NC2CC2)ccc1Cl | 6 | 9 | 4 | 735 | -6% | 0.36 | 912 | i | i | 1 | . | . | 2.3 | 2.0 | 5.4 | 0.17 | -0.27 | 0.12 | 0.62
O=C(N/N=C/c1ccc(-c2cccc([N+](=O)[O-])c2)o1)c1cccs1 | 17 | -2 | 16 | 693 | -26% | -1.4 | 1208 | i | i | -10 | 13 | 989 | 0.6 | 0.9 | 3.3 | 0.17 | -0.28 | -0.51 | 0.49
COC(=O)c1ccc(COC(=O)C23CC4CC(CC(O)(C4)C2)C3)o1 | 3 | 10 | . | . | 1% | 0.06 | 1114 | i | i | 10 | -2.9 | 997 | 1.8 | 2.5 | 8.0 | -0.4 | -0.13 | 0.04 | 1.1
Nc1ncnc2c1ncn2[C@H]1C[C@H](O)[C@@H](COP(=O)(O)O)O1 | -5 | -7 | 23 | 710 | 3% | . | . | i | i | 16 | -0.7 | 610 | 3.3 | 3.4 | 4.9 | -0.26 | -0.32 | 0.048 | 1.1
CC1=C(C(=O)Nc2nc3ccccc3s2)C(c2ccco2)C(C#N)=C(SCC(=O)NC2CCCCC2)N1 (stereo not drawn) | 0 | -19 | -7 | 644 | 4% | -1.6 | 1219 | i | i | 2 | 3.2 | 582 | 3.1 | 3.8 | 20 | 2 | -0.19 | 0.72 | -1.4
Cc1ccc(C)c(C2C(C#N)=C(N)Oc3cc(C)oc(=O)c32)c1 (stereo not drawn) | -11 | -4 | . | . | 13% | 0.98 | 1196 | i | i | -40 | 0.1 | 594 | 2.7 | 1.2 | 6.5 | -1 | -0.26 | 0.025 | 0.79
CCOC(=O)c1[nH]c2ccccc2c1NC(=O)c1ccc(S(=O)(=O)N2CCCCC2)cc1 | 13 | 0 | -4 | 740 | 11% | -0.61 | 1179 | . | i | 18 | -1.1 | 523 | 4.3 | 3.9 | 1.9 | -0.47 | -0.18 | 0.56 | 0.24
O=S1(=O)CCC(NC(=S)SCCOc2ccccc2)C1 (stereo not drawn) | 1 | -5 | -13 | 651 | 25% | 0.08 | 1066 | i | i | 9 | 1.2 | 1033 | 5.0 | 1.8 | 1.4 | -3.9* | 1.7* | -2.1* | 0.9*
CC(=O)Nc1cc(-c2ccc(Cl)cc2)nn1-c1ccccc1 | -6 | -1 | 0 | 729 | 14% | 0.59 | 1239 | i | i | -9 | -4.9 | 543 | 2.3 | 2.1 | 5.0 | 0.71 | -0.12 | 0.24 | 0.44
Cc1ccccc1Oc1ncnc2sccc12 | 3 | 20 | . | . | 15% | 0.03 | 1570 | i | i | -4 | -1.3 | 1353 | 2.0 | 1.3 | 4.4 | 1.1 | -0.18 | 0.63 | -1.1
O=C(COC(=O)c1ccc(O)cc1)Nc1cc(C(F)(F)F)ccc1Cl | 4 | -26 | 23 | 640 | 25% | 0.16 | 1433 | i | i | -2 | -1.0 | 1110 | 1.4 | 2.2 | 3.4 | -0.77 | -0.19 | -0.46 | 0.51
Cc1nc2c(C(=O)N3CCCCC3)cnn2c(C)c1Cc1ccccc1F | 2 | -13 | . | . | -58% | -1.6 | 958 | i | i | 10 | -3.2 | 884 | 2.0 | 1.5 | 11 | -0.97 | -0.2 | -0.35 | 1.4
COc1cccc(C(=O)N2CCN(S(=O)(=O)Cc3ccccc3)CC2)c1 | -6 | -7 | . | . | 9% | 0.64 | 1157 | i | i | 0 | -1.2 | 938 | 1.7 | 1.7 | 7.2 | 0.035 | -0.15 | 0.13 | -0.46
Cc1nn(C)c(C)c1S(=O)(=O)N1CCC(C(=O)NC2CCCCCC2)CC1 | -7 | 2 | -3 | 624 | 6% | -0.54 | 1927 | i | i | 9 | -0.6 | 1119 | 1.7 | 1.7 | 1.9 | 0.71 | -0.21 | 0.52 | -0.083
CCOC(=O)/C(C#N)=N\Nc1ccc(S(=O)(=O)Nc2nc(C)cc(C)n2)cc1 | -9 | -10 | 14 | 641 | 0% | 2.2 | 1097 | i | i | -10 | . | . | 1.8 | 3.9 | 7.4 | -0.79 | -0.32 | -0.56 | 0.76
